High-throughput results deposited in PubChem by Southern Research Specialized Biocontainment Screening Center.
H1N1 NS1A inhibition: NS1A inhibition, H1N1 influenza, cell based functional assay (AID 504329); NS1A functional cell-based assay, percent inhibition; higher % means a stronger effect; inhibition, % at 12.5 µM, or IC50 in µM where a hit was titrated; 340,000 tested, 0.3% active; in the data active = a potency from the dose series; inconclusive = inhibition above about 27% without an active follow-up result; also: strong numbers were not always called active
M. tuberculosis: growth inhibition of non-replicating M. tuberculosis (AID 488890); Mycobacterium tuberculosis non-replicating, growth inhibition; higher % means a stronger effect; inhibition, % at 25 µM; hits with a dose series show IC50 in µM; 320,000 tested, 0.39% active; in the data active = a potency from the dose series; inconclusive = inhibition mostly from about 82% at the one dose, without a potency; inactive = the rest, 99 in 100 with inhibition below about 76%;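 also: plate controls were DMSO cells for no effect and high antibiotic wells for full effect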
VEEV TC-83 Vero: inhibitors of VEEV TC-83 cytopathic effect, confirmation, Vero cells (AID 588727); one-dose inhibition, % at 20 µM; IC50 in µM for titrated hits; Vero cells, VEEV TC-83 cytopathic effect inhibition; higher % means a stronger effect; 350,000 tested, 0.13% active; in the data active = a potency from the dose series; inconclusive = inhibition mostly from about 14% at the one dose, without a potency; inactive = the rest, 99 in 100 with inhibition below about 12%; also: strong numbers were not always called active
H37Rv inhibition: M. tuberculosis growth inhibition, HTS (AID 449762) | 330,000 tested, 0.59% active | M. tuberculosis H37Rv growth inhibition, 7H9 media; higher % means a stronger effect | inhibition, % at 25 µM; hits with a dose series show IC50 in µM; in the data active = a potency from the dose series; inconclusive = inhibition above about 70% without an active follow-up result;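 also: bacterial growth assessed after seven days of incubation; strong numbers were not always called active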
PhoP GFP inhibition: PhoP regulon inhibitors, Salmonella typhi PhoP promoter GFP reporter, confirmatory (AID 1850); Salmonella Typhi PhoP-promoter GFP reporter, fluorescence, 4 h; higher % means a stronger effect; inhibition, % at 50 µM; hits with a dose series show IC50 in µM; 310,000 tested, 0.33% active; in the data active = a potency from the dose series; inconclusive = inhibition mostly from about 25% at the one dose, without a potency; inactive = the rest, 99 in 100 with inhibition below about 19%;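 also: 0% = induced wells with vehicle and 100% = uninduced wells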
VEEV TC-83 Vero 10K pilot screen: further read-out of VEEV TC-83 Vero, marked with its call; inhibition, %; measured here: 10K pilot screen inhibition
Starred values were filed as active, the others as inactive; i = inactive; ? = inconclusive; · = not tested or not shown.

SMILES	H1N1 NS1A inhibition	M. tuberculosis	VEEV TC-83 Vero	H37Rv inhibition	PhoP GFP inhibition	others
COc1ccc(-n2nc3c(N4CCC(C(=O)N5CCC(C)CC5)CC4)nnc(C)c3c2C)cc1	6%	67%	10%	39%	-15%
CCN1CCN(c2ccc(S(=O)(=O)N3CCOCC3)cc2NC(=O)/C=C/c2ccc(C)cc2)CC1	-4%	-9%	4.6%	1%	1%
Cc1nc(SCc2ccc(C(=O)O)cc2)nc2c1CCCC2	-9%	-16%	0.7%	-11%	3%
CCOc1ccc(N=Nc2cc(C(C)C)ccc2O)cc1	13%	8%	0.2%	9%	0%
COc1cc(OC)cc(C(=O)NC(C)CNc2ccc(Cl)cc2[N+](=O)[O-])c1 (stereo not drawn)	17%	5%	1.3%	2%	-3%
O=S(=O)(NC(=NCc1ccccc1)c1ccccc1)c1ccc(Br)cc1	-3%	26%	4.4%	10%	-2%
CC(C)CNC(=S)N(CCN(C)C)Cc1cc2cc3c(cc2[nH]c1=O)OCCO3	0%	3%	7.7%	-7%	-7%
O=C(Nc1ccccc1Cl)c1cc(S(=O)(=O)N2CCCCC2)ccc1N1CCOCC1	-1%	14%	i	0%	3%
CC(NC(=O)c1ccc2c(c1)S(=O)(=O)N=C1CCCCCN12)c1ccc(S(N)(=O)=O)cc1 (stereo not drawn)	2%	10%	1.9%	7%	-8%
Cc1nc2ccccc2c(=O)n1NC(=O)c1ccc(Cl)c(Cl)c1	-7%	-2%	0.4%	5%	13%
COc1cccc(C(=O)N2CCN(Cc3ccc4c(c3)OCO4)CC2)c1OC	-19%	0%	1.3%	-9%	-12%
COC(=O)CCC(=O)COc1ccc(OC)cc1C#N	2%	14%	1.4%	2%	12%
N=c1c2c(n(Cc3ccc(F)cc3)c3c1CCC3)CCCC2	6%	34%	0.1%	-1%	5%
Cc1cc(C)c(S(=O)(=O)N2CCOC2CNC(=O)C(=O)NCc2ccncc2)c(C)c1 (stereo not drawn)	-6%	15%	0.1%	11%	-2%
CC(C)CCNC(=O)Cn1c(=O)oc2cc(S(=O)(=O)N3CC(C)CC(C)C3)ccc21 (stereo not drawn)	1%	·	0.3%	-15%	2%
Cc1noc(C)c1CCC(=O)Nc1c(C(C)C)cccc1C(C)C	-1%	3%	5.8%	-13%	·
COc1ccc(/C=C2\Oc3cc(OC(=O)N4CCOCC4)ccc3C2=O)c(OC)c1	-9%	33%	6.0%	6%	-14%
CSCCC(=O)N(C)CC1CCCN(CCc2cccc(C(F)(F)F)c2)C1 (stereo not drawn)	0%	-21%	0.1%	-1%	8%
CN(C)CCCNC(=O)c1ccc2[nH]c3ccccc3c2c1	5%	7%	2.6%	-11%	-7%
O=C(c1ccccc1)C1Oc2ccccc2C2CC(c3cccs3)=NN12 (stereo not drawn)	2%	59%	6.2%	8%	-12%
CCOc1ccc(NC(=O)CCC(=O)O)cc1	0%	-3%	1.7%	3%	4%
CCCCn1c(N)c(N(CC)C(=O)c2ccccc2F)c(=O)[nH]c1=O	-11%	-11%	0.5%	9%	2%
O=C(NCCCN1CCCC1=O)c1ccc2c(=O)n(Cc3ccco3)c(=S)[nH]c2c1	4%	-2%	6.8%	0%	1%
CC(C)(C)C1CCc2c(sc3nc(SCC(N)=O)nc(N)c23)C1 (stereo not drawn)	8%	79%	11%	15µM*	16%	VEEV TC-83 Vero 10K pilot screen=3.5
CCOc1ccc(-n2c(-c3ccco3)nc3c(cnn3-c3ccc(C)cc3)c2=O)cc1	14%	0%	2.6%	-2%	-5%
Cc1nn2c(=O)cc(COC(=O)c3c(F)cccc3Cl)nc2s1	7%	-9%	6.2%	-12%	·
Cc1nc([N+](=O)[O-])c(SCC(N)=O)n1Cc1ccccc1	-6%	-4%	1.1%	2%	4%
CCCc1[nH]nc2c1C(CCC)C(C#N)=C(N)O2 (stereo not drawn)	2%	-15%	2.6%	-12%	4%
CC1CC(C)CN(S(=O)(=O)N2CCCC(C(=O)NCc3ccccc3Cl)C2)C1 (stereo not drawn)	-7%	0%	3.6%	3%	-9%
Cc1ccc(OCc2ccc([N+](=O)[O-])cc2)c([N+](=O)[O-])n1	-3%	10%	0.5%	3%	-10%
Cc1ccc(NC(=O)CC2OC(=O)c3ccccc32)cc1S(=O)(=O)N1CCCCCC1 (stereo not drawn)	-4%	40%	4.1%	-3%	·
O=C(NCC1CCOCC1)c1ccc(OC2CCN(Cc3ccccn3)CC2)cc1	-11%	-15%	0.8%	1%	-8%
CC1CCCN(C(=O)CSc2ncccn2)C1 (stereo not drawn)	0%	0%	0.6%	2%	3%
O=C(N1CCOCC1)N1c2ccccc2Sc2ccccc21	-2%	4%	23%	-1%	3%
CCS(=O)(=O)N1CCN(c2ncnc3sc(C)c(C)c23)CC1	-1%	2%	0.8%	-4%	-1%
COc1ccc(C)cc1NC(=O)COC(=O)c1ccc([N+](=O)[O-])o1	-11%	?	0.8%	?	-7%

Gathered by group, those above containing a COOH group.
SMILES	H1N1 NS1A inhibition	M. tuberculosis	VEEV TC-83 Vero	H37Rv inhibition	PhoP GFP inhibition	others
Cc1nc(SCc2ccc(C(=O)O)cc2)nc2c1CCCC2	-9%	-16%	0.7%	-11%	3%
CCOc1ccc(NC(=O)CCC(=O)O)cc1	0%	-3%	1.7%	3%	4%

Returning to the listing with the 2 entries that preceded the break.
SMILES	H1N1 NS1A inhibition	M. tuberculosis	VEEV TC-83 Vero	H37Rv inhibition	PhoP GFP inhibition	others
CCS(=O)(=O)N1CCN(c2ncnc3sc(C)c(C)c23)CC1	-1%	2%	0.8%	-4%	-1%
COc1ccc(C)cc1NC(=O)COC(=O)c1ccc([N+](=O)[O-])o1	-11%	?	0.8%	?	-7%
Cc1cc(N/N=C2/CCCc3ccccc32)nc2ccccc12	3%	?	12%	32µM*	-18%
CN1CCN(C(=O)c2ccc(N(C)S(=O)(=O)c3cccs3)cc2)CC1	0%	-8%	i	4%	3%
CC1CCCN(CCCNC(=O)c2nn(C)c3c2CSc2ccccc2-3)C1 (stereo not drawn)	-3%	18%	1.0%	18%	-40%
CN(CC(=O)Nc1ccc(N2CCOCC2)cc1)C(=O)CCNC(=O)c1ccccc1Cl	-4%	-3%	5.3%	-3%	-10%
Cc1c(C(=O)Nc2nnc(C3CC3)s2)oc2c(Cl)cccc12	-2%	23%	8.6%	10%	7%
Cc1ccc(NC(=O)c2cccc3c2-c2ccccc2C3=O)cc1C	6%	-2%	i	6%	-13%
CCOc1ccc(C(=O)N2CCCN(C(=O)c3ccc(OCC)cc3)CC2)cc1	-5%	-9%	0.8%	-6%	9%
CCn1cc(SCC(=O)NCc2ccc3c(c2)OCO3)c2ccccc21	5%	1%	1.1%	2%	-4%	VEEV TC-83 Vero 10K pilot screen=0.9
Cc1cc(NS(=O)(=O)c2ccc(NC(=O)c3cc4ccccc4o3)cc2)nc(C)n1	-2%	56%	8.1%	20%	1%
CCN(CC)CCSc1nc2c([nH]1)c(=S)n(C)c(=O)n2C	-22%	·	1.9%	·	·
O=C(NC(=S)Nn1cnc2c(cnn2-c2ccccc2)c1=O)c1ccc(Oc2ccccc2)cc1	-5%	-18%	0.3%	-3%	8%
CCCCC(=O)N(CCOC)c1nnc(-c2cccnc2)s1	-1%	-8%	1.8%	-7%	2%
CCn1c(CN2CCOCC2)nnc1SCC(=O)Nc1ccccc1C	15%	-11%	2.0%	0%	1%
C=CCOc1c2ccc(C(=O)NCc3ccccc3OC)cc2nn1C	7%	-15%	0.5%	-1%	-2%
CCOc1ccc(-n2c(=O)c3ccccc3c3ccccc3c2=O)cc1	4%	78%	i	7%	2%
COc1ccc(CNC(=O)COC(=O)/C=C/c2cccc(Br)c2)cc1	2%	10%	0.4%	4%	-6%
COc1ccc(-n2nc([N+](=O)[O-])c(=NCc3cccnc3)n2O)cc1	-2%	17%	4.4%	-2%	-5%
O=C(COc1ccc2ccccc2c1)NNC(=O)Nc1ccc(F)cc1F	-3%	-10%	1.7%	-11%	-8%
CCOC(=O)C1=C(COC(=O)/C=C/c2ccc(SC)cc2)NC(=O)NC1C (stereo not drawn)	0%	13%	9.4%	-9%	0%
COc1ccc(Cc2nnc(SCC(=O)N(C)CC(=O)Nc3ccc(C)cc3)o2)cc1	-14%	21%	1.5%	-1%	0%
Cc1ccc(-c2nn(-c3ccc(F)cc3)cc2C(=O)N2CCN(C3CCS(=O)(=O)C3)CC2)cc1 (stereo not drawn)	-11%	-5%	1.1%	3%	·
Cc1[nH]c(=O)c(C#N)cc1-c1ccncc1	1%	-5%	i	3%	1%
CC(=O)n1cc(Nc2ccccc2C(=O)O)c2ccccc21	-7%	30%	1.3%	5%	6%
COc1ccc(NC(=S)N(Cc2ccc(C(=O)O)cc2)Cc2ccc(OC)c(OC)c2)cc1	-9%	6%	0.4%	8%	-20%
O=C(N/N=C/c1cccs1)c1ccccn1	-2%	60%	i	64%	1%
CC(=O)N1CCc2c(sc(NC(=O)Cc3ccc(F)cc3)c2C#N)C1	6%	-8%	0.3%	5%	-12%
O=C(C1CCCC1)N1CCN=C1SCc1cccc([N+](=O)[O-])c1	-12%	34%	3.7%	7%	1%
CCOc1cc(/C=C2\C(=O)N(c3cccc(C(F)(F)F)c3)C(=O)c3ccccc32)ccc1O	1%	1%	0.5%	1%	-1%
Cc1csc(NC(=O)COCC(=O)O)c1-c1nc2ccccc2s1	·	46%	1.4%	-6%	1%
CN1C(=O)/C(=C/c2cn(CC(=O)NCc3ccco3)c3ccccc23)NC1=S	·	6%	·	-5%	-2%
C=CCC[C@@H](Cc1ccc(F)cc1)C(=O)OC[C@@H](NC(=O)[C@H](CC=C)CC(=O)NCCO)C(C)(C)C	-49%	16%	5.7%	9%	·
Cc1nc(Cl)cc(N/N=C/c2ccc(O)cc2)n1	3%	11%	7.5%	3%	0%
O=C(NCCN1C(=O)S/C(=C\c2ccc(OC(F)F)cc2)C1=O)C1=COCCO1	-3%	-1%	8.3%	-1%	2%
O=C(CSc1nnnn1C1CCCCC1)Nc1ccccc1N1CCOCC1	-4%	35%	4.3%	1%	3%
Cc1ccc(CNC(=O)CN(C)S(=O)(=O)c2cccc3nsnc23)cc1	3%	-3%	0.6%	-12%	-1%
Cc1c(N=C2C=C(Br)C(=O)C(Br)=C2)c(=O)n(-c2ccccc2)n1C	20%	·	0.5%	·	·
Cc1ccc(S(=O)(=O)NNC(=S)NCCc2ccccc2)cc1	2%	7%	13%	7%	-5%
C=CCCC(=O)Nc1nc(C)c(-c2csc(Nc3cccc(OC)c3)n2)s1	1%	17%	6.7%	7%	-2%
Cc1ccc(-n2ncc3c(SCc4ccccn4)ncnc32)c(C)c1	-5%	?	1.6µM*	56%	-1%
O=C(CN(Cc1ccccc1Cl)S(=O)(=O)c1ccc(Cl)cc1)N/N=C/c1ccc(C(=O)O)cc1	27%	40%	9.9%	6%	-3%
COC(=O)C1CCN(C(=O)C2CCC(=O)N(CCCc3ccccc3)C2)CC1 (stereo not drawn)	0%	-14%	1.2%	5%	2%
CC1CCCCC1NC(=O)COC(=O)/C=C/c1ccco1 (stereo not drawn)	-8%	23%	0.7%	6%	·
CCOP(=O)(OCC)C(Nc1ccccc1)c1ccc2c(c1)OCO2 (stereo not drawn)	2%	-10%	0.5%	1%	4%
CC1(C)CC(=O)C=C(NNC(=O)OC(C)(C)C)C1	1%	-6%	1.2%	-3%	1%
CCCCC(=O)NC(=S)Nc1cc(C(=O)O)ccc1OC	1%	4%	1.3%	-2%	-4%
CCc1nnc(NC(=O)c2nc3nccc(C)n3n2)s1	-5%	-16%	0.2%	-2%	6%
Cn1c(O)c(C=Nc2ccc(N3CCOCC3)cc2)c(=O)n(C)c1=S	-3%	·	i	·	·
COc1ccc(CCNC(=O)c2ccc3ccccc3n2)cc1OC	3%	0%	i	4%	-10%	VEEV TC-83 Vero 10K pilot screen=0.7
Cc1ccc(-n2nc(C(=O)O)cc2-c2ccccc2)cc1	1%	20%	i	2%	5%

Compounds listed so far that contain bromine (3):
SMILES	H1N1 NS1A inhibition	M. tuberculosis	VEEV TC-83 Vero	H37Rv inhibition	PhoP GFP inhibition	others
O=S(=O)(NC(=NCc1ccccc1)c1ccccc1)c1ccc(Br)cc1	-3%	26%	4.4%	10%	-2%
COc1ccc(CNC(=O)COC(=O)/C=C/c2cccc(Br)c2)cc1	2%	10%	0.4%	4%	-6%
Cc1c(N=C2C=C(Br)C(=O)C(Br)=C2)c(=O)n(-c2ccccc2)n1C	20%	·	0.5%	·	·
